CASP6 VEID inh: human caspase-6 inhibitors, primary screen, biochemical, VEID-R110 fluorescence, single point, set 2. P55212. purified caspase-6, Z-VEID-R110 cleavage fluorescence. AID 686996, 2013. inhibition, % at 12.5 µM. hit rate 0.53% among 350,000;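 active = mean inhibition across replicates at least about 35%, with every replicate also reaching that limit, limit read from the data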;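 note: 0% = median of neutral control wells and 100% = no fluorescence left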
esBAF inh: Bmi1 luciferase reporter increase in mESCs, primary screen, esBAF inhibitor project, mouse ES cells, Bmi1 luciferase knock-in, single point; 24 h; 100% = twice the neutral-well signal; reporter increase, % at 12.5 µM; hit rate 2% among 350,000; AID 602393, 2012; in the data active = activation above about 40%;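 note: 0% = median of the plate's neutral control wells and 100% = double that signal; a rise in the Bmi1 reporter signal indicates esBAF inhibition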
RAD52 anneal inh: RAD52 DNA annealing inhibitors, primary screen, biochemical, FRET, single point, set 2 | DNA repair protein RAD52 homolog (Homo sapiens), P43351 | recombinant RAD52 DNA annealing, FRET fluorescence | inhibition, % at 18.7 µM | hit rate 0.46% among 360,000 | AID 651710, 2012;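 active = every replicate showing at least 50% inhibition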
Target sequence (P43351 whole entry, looked up): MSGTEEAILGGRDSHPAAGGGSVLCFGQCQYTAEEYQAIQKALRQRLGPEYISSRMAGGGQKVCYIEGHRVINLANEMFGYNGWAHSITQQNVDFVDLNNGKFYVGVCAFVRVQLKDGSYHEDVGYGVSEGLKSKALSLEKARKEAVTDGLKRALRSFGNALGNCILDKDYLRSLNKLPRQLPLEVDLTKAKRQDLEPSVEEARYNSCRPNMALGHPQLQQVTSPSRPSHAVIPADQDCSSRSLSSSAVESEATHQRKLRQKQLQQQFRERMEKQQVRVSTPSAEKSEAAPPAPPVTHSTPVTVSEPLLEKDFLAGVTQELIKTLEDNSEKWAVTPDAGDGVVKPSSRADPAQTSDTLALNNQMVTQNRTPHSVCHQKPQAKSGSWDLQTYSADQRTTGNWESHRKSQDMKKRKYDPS
E-selectin induc: E-selectin induction in HUVECs, primary screen, imaging, HUVEC, immunofluorescence imaging, single point; activation, % at 7.58 µM; P16581; normalized: neutral wells 0, TNF-alpha wells 100; hit rate 0.37% among 260,000; AID 686992, 2013;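 active = mean E-selectin-positive cell signal at least 10% of the positive control, reached in at least 60% of replicates, without over 20% cell loss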;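 note: in these data hits start at about 27%; measured in HUVEC primary endothelial cells; signal is the percent of cells scored E-selectin positive by PE staining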
Target sequence (P16581 whole entry, looked up): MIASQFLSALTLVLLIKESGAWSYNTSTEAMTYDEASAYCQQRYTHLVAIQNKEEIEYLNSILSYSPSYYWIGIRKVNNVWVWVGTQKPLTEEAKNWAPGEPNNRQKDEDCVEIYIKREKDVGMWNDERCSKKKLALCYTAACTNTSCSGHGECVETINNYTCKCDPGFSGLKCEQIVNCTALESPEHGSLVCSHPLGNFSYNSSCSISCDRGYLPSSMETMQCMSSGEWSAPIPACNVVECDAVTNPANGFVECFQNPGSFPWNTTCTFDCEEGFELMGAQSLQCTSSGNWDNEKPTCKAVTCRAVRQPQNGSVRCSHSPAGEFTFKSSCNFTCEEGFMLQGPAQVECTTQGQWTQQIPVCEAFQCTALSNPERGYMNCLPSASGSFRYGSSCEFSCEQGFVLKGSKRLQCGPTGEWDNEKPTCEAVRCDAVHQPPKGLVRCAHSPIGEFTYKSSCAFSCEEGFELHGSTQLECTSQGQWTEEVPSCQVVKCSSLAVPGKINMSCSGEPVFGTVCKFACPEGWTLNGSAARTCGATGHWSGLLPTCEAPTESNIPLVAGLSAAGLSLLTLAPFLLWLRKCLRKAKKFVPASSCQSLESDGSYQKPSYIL
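Test system: HUVEC | Signal: Immunofluorescence imaging | Read-out: Percent E-selectin-positive cells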
RAD54 inh: inhibitors of human RAD54 branch migration, primary screen, biochemical, fluorescence, single point. DNA repair and recombination protein RAD54-like (Homo sapiens), Q92698. RAD54 Holliday junction branch migration, FAM/BHQ fluorescence. inhibition, % at 10.4 µM. hit rate 0.14% among 360,000;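 active = mean normalized replicate activity at least 40 and at least half of replicates scoring 40 or more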;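 note: 0% = median of neutral control wells and 100% = median of positive control wells; inhibitors cause a drop in the FAM fluorescence signal; in these data hits start at about 50%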
ERp5 inh: inhibitors of ERp5-driven insulin aggregation, primary screen, biochemical, turbidity, absorbance 650 nm, single point; hit rate 0.05% among 350,000; 90 min; inhibition, % at 9.99 µM; Protein disulfide-isomerase A6 (Homo sapiens), Q15084;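 active = mean replicate inhibition above about 25%, with every replicate also reaching it, limit read from the data, passing the limit was not always enough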
PglD DTNB: C. jejuni PglD acetyltransferase inhibitors, primary screen, biochemical, DTNB colorimetric, single point. UDP-N-acetylbacillosamine N-acetyltransferase PglD (Campylobacter jejuni). purified PglD enzyme, DTNB colorimetric CoA detection. inhibition, % at 12.5 µM. hit rate 0.098% among 360,000; in the data active = inhibition above about 16%, passing the limit was not always enough; note: strong numbers were not always called active
ARNT TACC3 PPI: disruptors of ARNT/TACC3 protein interaction, primary screen, biochemical, AlphaScreen, single concentration; hit rate 0.66% among 390,000; Transforming acidic coiled-coil-containing protein 3 (Homo sapiens), Q9Y6A5; inhibition, % at 9.99 µM; AlphaScreen His-ARNT PAS-B/GST-TACC3 binding, luminescence; TACC3 fragment carries E629A point mutation;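 active = mean inhibition of replicates at least 50% and at least half of replicates each reaching 50%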;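 note: 0% = complete ARNT plus TACC3 wells and 100% = ARNT alone without TACC3; many hits fall short of the cut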
Numbers without * were called inactive; / = not tested or not shown. Rows were taken by chance. Share with any hit: about 3.2%.

item	mol	CASP6 VEID inh	esBAF inh	RAD52 anneal inh	E-selectin induc	RAD54 inh	ERp5 inh	PglD DTNB	ARNT TACC3 PPI
1	COc1cccc(S(=O)(=O)N(C)C[C@@H]2OCc3ccccc3-c3c(n(C)c4ccccc34)C(=O)N([C@@H](C)CO)C[C@@H]2C)c1	4	4	11	0.0	2	-9	1	19
2	Cc1c(Br)c(O)c(Br)c2sc(=O)oc12	4	/	-1	/	/	-2	/	24
3	CC(=O)Nc1ccc(S(=O)(=O)Nc2ccc(Nc3ccccc3)cc2)cc1	-1	4	-16	/	1	-1	5	-2
4	COc1ccc(NC(=O)N(C)C[C@H]2Oc3ccc(NC(=O)Nc4ccc(F)cc4)cc3C(=O)N([C@H](C)CO)C[C@H]2C)cc1	0	6	4	-0.1	3	-6	-2	-4
5	CCc1nnc(SCC(=O)N2CCCC(N3CCN(c4ccccc4C)CC3)C2)o1 (centres undefined)	-4	/	-12	-0.2	-6	2	7	7
6	COc1ccc2c(c1)NC(c1cc(Cl)cc(Cl)c1O)c1cccn1-2 (centres undefined)	3	/	-6	-1.0	/	-2	/	-5
7	COc1cccc(C(=O)NCc2ccc3c(c2)OCO3)c1OC	-4	17	-8	0.0	2	1	2	-3
8	CCC(C(=O)NCCN1CCOCC1)n1nc(C)n2c(cc3sccc32)c1=O (centres undefined)	1	-2	1	/	3	4	2	-12
9	Cc1cc(C(=O)Nc2ccon2)ccc1[N+](=O)[O-]	-6	/	-5	/	-1	-6	-4	/
10	CO[C@@H]1CN(C)C(=O)c2ccc(NC(=O)CN(C)C)cc2OC[C@@H](C)N(C(=O)C2CCCCC2)C[C@H]1C	-8	2	-7	0.1	-7	3	2	0
11	O=C1CCC(c2ccccc2)N1c1ccccc1 (centres undefined)	-2	-1	6	-0.4	-6	-7	2	2
12	Cc1noc(C)c1S(=O)(=O)Nc1ccc2c(c1)C(=O)N([C@@H](C)CO)C[C@@H](C)[C@@H](CN(C)C(=O)CCCN(C)C)OCCCC[C@@H](C)O2	/	-2	/	0.1	-13	/	0	-5
13	CCOc1ccccc1NC(=O)C(OC(=O)c1ccccc1NS(=O)(=O)c1cccs1)c1ccccc1 (centres undefined)	1	/	-4	-0.3	/	-7	/	-10
14	COCCCN1C(=O)C(CC(=O)NCc2cccs2)CC(C(=O)N(C(C)C)C(C)C)=C1C (centres undefined)	-7	9	5	1.2	2	0	-1	/
15	O=C(C[C@@H]1CC[C@H]2[C@@H](COC[C@H](O)CN2C(=O)Nc2cccc(F)c2)O1)NCc1ccccc1F	2	8	9	0.0	-3	2	19*	11
16	COc1cc(/C=C/C(=O)N2CCc3ccccc3C2)cc(OC)c1OC	6	-3	-25	0.6	-7	-1	-1	5
17	CNC(=O)CSc1nc2ccccc2c(=O)n1CCc1ccccc1	-2	-2	-11	/	-9	-1	-3	-1
18	O=C(O)c1cc(-c2ccccc2)n(-c2ccccc2)n1	/	-4	/	/	-8	/	4	-5
19	Cc1ccc(S(=O)(=O)N2CCOCC2)cc1C(=O)OCC(=O)NCc1ccc2c(c1)OCO2	0	-1	-11	-0.2	6	-13	2	7
20	Clc1ccccc1N1CCN(c2ncnc3nc[nH]c23)CC1	0	-4	-8	1.3	7	-3	-4	2
21	CCC(=O)N1CCCCN2[C@H](CO)[C@H](c3ccc(-c4cccc(C#N)c4)cc3)[C@H]2C1	-2	-2	-11	-0.1	-2	0	-10	-4
22	CCOC(=O)N1CCC(N2C(=O)c3ccccc3C2Nc2ccc(S(=O)(=O)N(CC)CC)cc2)CC1 (centres undefined)	1	/	-39	/	/	7	/	-1
23	CC1(C)CN(c2cccc(-c3ccnc4ncnn34)c2)C1=O	1	5	-15	-0.1	-4	1	4	-1
24	O=C(COc1ccc2ccc(=O)oc2c1)NCCCN1CCCC1=O	-1	1	-3	/	-18	-7	1	-1
25	Cc1c(C#N)c2ccccc2n1CC(=O)N1CCc2ccccc2C1	-1	-2	-13	0.0	0	0	4	-26
26	O=c1[nH]c(SCc2cccc(F)c2)nc2c1CCCC2	/	/	/	-0.8	4	/	-11	-6
27	CCCCn1c(SCC(=O)N2CCOCC2)nnc1-c1cccs1	-1	/	6	/	/	3	/	6
28	C[C@@]12C(=O)N(Cc3ccco3)CC(=O)N1[C@H]1c3ccccc3OC[C@@H]1[C@@H]2c1ccccc1	-3	-11	-2	0.1	-2	-12	2	-11
29	Cc1ccsc1C(=O)OCC(=O)NCCC1=CCCCC1	0	/	-1	/	/	7	/	3
30	Cc1ccc2cc(C#N)c(NCCNC(=O)C3CCC3)nc2c1C	/	12	/	/	0	/	3	-5

Exported with values under each structure: entries from further up
Results follow in this order: CASP6 VEID inh | esBAF inh | RAD52 anneal inh | E-selectin induc | RAD54 inh | ERp5 inh | PglD DTNB | ARNT TACC3 PPI
[17] CNC(=O)CSc1nc2ccccc2c(=O)n1CCc1ccccc1
 : -2 | -2 | -11 | / | -9 | -1 | -3 | -1
[18] O=C(O)c1cc(-c2ccccc2)n(-c2ccccc2)n1
 : / | -4 | / | / | -8 | / | 4 | -5
[19] Cc1ccc(S(=O)(=O)N2CCOCC2)cc1C(=O)OCC(=O)NCc1ccc2c(c1)OCO2
 : 0 | -1 | -11 | -0.2 | 6 | -13 | 2 | 7
[20] Clc1ccccc1N1CCN(c2ncnc3nc[nH]c23)CC1
 : 0 | -4 | -8 | 1.3 | 7 | -3 | -4 | 2
[21] CCC(=O)N1CCCCN2[C@H](CO)[C@H](c3ccc(-c4cccc(C#N)c4)cc3)[C@H]2C1
 : -2 | -2 | -11 | -0.1 | -2 | 0 | -10 | -4
[22] CCOC(=O)N1CCC(N2C(=O)c3ccccc3C2Nc2ccc(S(=O)(=O)N(CC)CC)cc2)CC1 (centres undefined)
 : 1 | / | -39 | / | / | 7 | / | -1
[23] CC1(C)CN(c2cccc(-c3ccnc4ncnn34)c2)C1=O
 : 1 | 5 | -15 | -0.1 | -4 | 1 | 4 | -1
[24] O=C(COc1ccc2ccc(=O)oc2c1)NCCCN1CCCC1=O
 : -1 | 1 | -3 | / | -18 | -7 | 1 | -1
[25] Cc1c(C#N)c2ccccc2n1CC(=O)N1CCc2ccccc2C1
 : -1 | -2 | -13 | 0.0 | 0 | 0 | 4 | -26
[26] O=c1[nH]c(SCc2cccc(F)c2)nc2c1CCCC2
 : / | / | / | -0.8 | 4 | / | -11 | -6
[27] CCCCn1c(SCC(=O)N2CCOCC2)nnc1-c1cccs1
 : -1 | / | 6 | / | / | 3 | / | 6
[28] C[C@@]12C(=O)N(Cc3ccco3)CC(=O)N1[C@H]1c3ccccc3OC[C@@H]1[C@@H]2c1ccccc1
 : -3 | -11 | -2 | 0.1 | -2 | -12 | 2 | -11
[29] Cc1ccsc1C(=O)OCC(=O)NCCC1=CCCCC1
 : 0 | / | -1 | / | / | 7 | / | 3

Part of the list above, as labelled records:
27	CCCCn1c(SCC(=O)N2CCOCC2)nnc1-c1cccs1
  CASP6 VEID inh = -1
  esBAF inh = /
  RAD52 anneal inh = 6
  E-selectin induc = /
  RAD54 inh = /
  ERp5 inh = 3
  PglD DTNB = /
  ARNT TACC3 PPI = 6

28	C[C@@]12C(=O)N(Cc3ccco3)CC(=O)N1[C@H]1c3ccccc3OC[C@@H]1[C@@H]2c1ccccc1
  CASP6 VEID inh = -3
  esBAF inh = -11
  RAD52 anneal inh = -2
  E-selectin induc = 0.1
  RAD54 inh = -2
  ERp5 inh = -12
  PglD DTNB = 2
  ARNT TACC3 PPI = -11

Later entries:
item	mol	CASP6 VEID inh	esBAF inh	RAD52 anneal inh	E-selectin induc	RAD54 inh	ERp5 inh	PglD DTNB	ARNT TACC3 PPI
31	COCCCn1c(=O)/c(=C\c2ccccc2OC(F)F)s/c1=C(/C#N)C(=O)N1CCOCC1	-2	/	-101	/	/	3	/	4
32	C=CC[C@H](CC(=O)N(CCO)Cc1ccccc1)C(=O)N[C@@H](COC(=O)[C@H](CC=C)CC(=O)OC(C)(C)C)Cc1c[nH]c2ccccc12	-1	4	-8	0.5	-8	7	0	-2
33	O=C(c1cccs1)C1CCCN(Cc2nc(Cc3ccccc3F)no2)C1 (centres undefined)	-1	-4	-8	1.5	/	1	/	7
34	O=S(=O)(c1ccccc1)c1cnn2c(C(F)(F)F)cc(-c3ccccc3)nc12	/	10	/	1.1	0	/	1	-4
35	O=C(CC(=O)c1cccs1)c1ccncc1	2	/	-15	-0.4	-4	10	-5	23
36	CO[C@@H]1CN(C)C(=O)c2cc(NS(=O)(=O)c3ccccc3)ccc2OC[C@@H](C)N(C(=O)NC(C)C)C[C@H]1C	0	-2	5	0.1	6	-3	9	-26
37	COc1ccc2[nH]cc(CCN3C(=O)c4ccc(C(=O)O)cc4C3=O)c2c1	0	77*	-18	/	-15	3	-1	5
38	CC1(C)CC(=O)C=C(NCC2CCCO2)C1 (centres undefined)	-2	-11	-5	/	-2	20	0	-29
39	C/C(CC(=O)Nc1ccc2c(c1)OCCO2)=N\NC(=O)COc1cccc(C)c1	-4	-6	-18	/	1	5	2	2
40	O=S(=O)(Nc1ccc2cn[nH]c2c1)c1ccc(Cl)cc1	/	-4	/	/	-2	/	1	9
41	COc1cccc(/C=N/n2cnc3ccccc32)c1OC	/	-50	/	/	-5	/	-2	-1
42	C[C@@H]1CN([C@H](C)CO)C(=O)c2cccc(NS(=O)(=O)c3ccccc3)c2O[C@@H]1CN(C)Cc1ccc2c(c1)OCO2	0	6	9	-0.1	-3	2	-4	5
43	Cc1ccc(Cn2nnc3c(=O)[nH]c(C4CCN(S(=O)(=O)c5ccccc5)CC4)nc32)cc1	6	/	-26	/	/	-1	/	-3
44	CCn1c(-c2ccccc2)c[nH]c1=S	/	-5	/	/	9	/	-1	0
45	O=S(=O)(Nc1ccc(Cl)cn1)c1ccc(F)cc1	2	7	-6	/	-9	4	-2	-5
46	Cc1ccccc1Cn1c(C(=O)OC(C)C)cc2c1ccn2C	/	-37	/	/	3	/	-7	-3
47	CN1CCN(C(=O)C[C@H]2CC[C@H]3[C@H](COc4ccc(NC(=O)C5CCCCC5)cc4C(=O)N3C)O2)CC1	0	-6	17	0.1	-1	-5	-1	-21
48	COC(=O)[C@]12CCCCC=C1N(Cc1ccc(Cl)cc1Cl)C(=O)[C@H](CC(=O)N1CCCC1)C2	4	/	-3	0.5	/	-1	/	/
49	Cc1ccc(NC(=O)C2C3CC4OC(=O)C2C4C3)cc1Cl (centres undefined)	/	-3	/	/	-8	/	10	-8
50	Cc1cc(C)n(-c2ccc(S(N)(=O)=O)cc2[N+](=O)[O-])n1	0	-4	-13	-0.4	-4	-2	-6	0
51	ON/C=N/C(=S)Nc1ncc(C(F)(F)F)cc1Cl	-1	/	-1	/	/	3	/	32
52	Cc1noc(C)c1NC(=O)N(C)C[C@H]1Oc2ccc(NC(=O)Nc3ccccc3)cc2C(=O)N([C@@H](C)CO)C[C@@H]1C	0	0	-7	/	12	5	-1	1
53	N#C[C@@H]1[C@H](c2ccccc2-c2ccccc2)[C@H](CO)N1C(=O)Cc1ccncc1	-4	/	-6	0.0	/	2	/	/
54	CC(CCc1ccccc1)NC(=O)c1ccc(Cl)nc1 (centres undefined)	/	-1	/	/	-2	/	-5	6
55	CNC[C@@H]1OCCCC[C@@H](C)Oc2ccc(NC(=O)Nc3ccc(F)cc3)cc2C(=O)N([C@H](C)CO)C[C@@H]1C	-2	2	-1	-0.1	3	1	2	-6
56	CC(Oc1ccc(Cl)cc1)C(=O)Nc1ccc(S(=O)(=O)Nc2nccs2)cc1 (centres undefined)	-1	2	-14	-0.1	7	2	6	1
57	O=Cc1ccc(Oc2nc(Cl)ncc2F)cc1	42*	-6	-11	/	-7	3	-13	-13

Assay outcomes deposited in PubChem BioAssay by Broad Institute.
